Screening data deposited in PubChem by several laboratories.
TNAP act hiacc: TNAP activators at high phosphate acceptor level, primary screen, biochemical, luminescence, uHTS; AID 1136, 2008; purified TNAP, CDP-star luminescence, 1 M DEA, 30 min; active compounds read high; 0 = EDTA background, 1 = DMSO-only activity; activation factor at 20 µM; 200,000 tested, under 10 active;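 active = activation factor at least 2 at 20 µM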
Target sequence (P05186 whole entry, looked up): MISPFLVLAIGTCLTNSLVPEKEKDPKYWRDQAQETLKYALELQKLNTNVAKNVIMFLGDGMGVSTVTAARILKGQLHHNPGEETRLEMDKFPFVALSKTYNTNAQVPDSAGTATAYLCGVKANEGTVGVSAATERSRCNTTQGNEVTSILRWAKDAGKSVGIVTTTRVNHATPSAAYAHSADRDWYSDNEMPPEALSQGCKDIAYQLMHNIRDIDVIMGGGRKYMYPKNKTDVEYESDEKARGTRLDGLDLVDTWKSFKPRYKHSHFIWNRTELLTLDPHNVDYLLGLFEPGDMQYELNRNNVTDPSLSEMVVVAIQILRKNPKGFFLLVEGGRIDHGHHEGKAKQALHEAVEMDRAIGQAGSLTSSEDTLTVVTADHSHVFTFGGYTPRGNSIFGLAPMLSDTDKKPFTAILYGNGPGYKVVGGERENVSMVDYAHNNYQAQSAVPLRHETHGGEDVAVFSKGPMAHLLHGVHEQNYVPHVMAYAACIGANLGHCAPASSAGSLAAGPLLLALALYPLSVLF
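Assay system: human TNAP; Input: enzyme diluted 1/800 final; Reagent: CDP-star luminogenic substrate at 100 µM final; Timing: 30 min, room temperature; Signal: luminescence; Evaluation: TNAP activation factor scaled between EDTA and DMSO control wells.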
G6PDH counter: L. mesenteroides G6PDH inhibitors, counter-screen for G6PDH-coupled screening assays, biochemical, Leuconostoc mesenteroides enzyme | glucose-6-phosphate dehydrogenase [Leuconostoc mesenteroides] | Purified L. mesenteroides G6PDH, diaphorase/resazurin coupled fluorescence, 45 min | inhibition, % at 5 µM | 200,000 compounds, 0.12% hits; in the data active = inhibition above about 50%
PMI activator: activators of human PMI, primary screen, biochemical, fluorescence intensity, near-Km mannose 6-phosphate | Mannose-6-phosphate isomerase (Homo sapiens), P34949 | 190,000 compounds, 0.005% hits | purified human PMI, coupled resazurin fluorescence, 20 min; active compounds read high; 1 = vehicle control, 0 substrate-free wells | activation factor at 20 µM | AID 1214, 2008;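 active = activation factor of 2 or more at 20 µM, relative to plate controls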
Target sequence (P34949 whole entry, looked up): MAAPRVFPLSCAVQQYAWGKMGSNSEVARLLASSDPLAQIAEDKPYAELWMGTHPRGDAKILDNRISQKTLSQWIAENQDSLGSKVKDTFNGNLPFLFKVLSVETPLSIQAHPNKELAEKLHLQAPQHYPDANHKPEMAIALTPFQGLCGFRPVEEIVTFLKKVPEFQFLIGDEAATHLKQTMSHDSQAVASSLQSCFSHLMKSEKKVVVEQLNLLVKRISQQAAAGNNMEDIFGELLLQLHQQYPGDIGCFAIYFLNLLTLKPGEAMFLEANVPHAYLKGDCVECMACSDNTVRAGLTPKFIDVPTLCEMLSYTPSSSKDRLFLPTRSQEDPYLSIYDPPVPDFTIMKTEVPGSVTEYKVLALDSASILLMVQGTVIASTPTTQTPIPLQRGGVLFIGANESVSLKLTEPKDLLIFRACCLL
Diaphorase inh: diaphorase inhibitors and chemical oxidizers, primary screen, counter-screen for diaphorase-coupled primary assays, biochemical, uHTS, resorufin fluorescence; diaphorase resazurin-to-resorufin fluorescence, NADH, 16 min; bacterial (C. kluyveri) enzyme, not human; inhibition, % at 20 µM; 190,000 compounds, 0.69% hits; AID 1217, 2008;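 active = primary screen inhibition at 20 µM above a set limit, cut at about 50% in these data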;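 note: plate controls were DMSO with full reaction for no effect and wells lacking NADH for full effect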
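System: Diaphorase enzyme from Clostridium kluyveri | Amount: Enzyme working solution with 0.14 U/mL diaphorase | Benchmarks: No-NADH positive control and DMSO neutral control | Signal: Fluorescence of resorufin formed from resazurin, Ex 544/Em 590 nm | Schedule: 16-min room-temperature incubation before reading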
PMI act satM6P: human PMI activators, high substrate, primary screen, biochemical, fluorescence intensity, near-saturating mannose 6-phosphate | coupled PMI enzyme assay, resazurin fluorescence, 20 min; active compounds read high; 1 = untreated enzyme, 0 = substrate-free blank | activation factor at 20 µM | 190,000 compounds, 0.34% hits;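 active = activation factor of 2 or more at 20 µM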
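Test system: human phosphomannose isomerase with PGI, G6PDH, diaphorase coupling enzymes; Amount: PMI at 15 ng/mL final; Reagent: Mannose-6-phosphate 1.0 mM (near-saturating) plus 0.22 mM NADP+; Timing: 20 min, room temperature; Technique: resorufin fluorescence at Ex 544/Em 590 nm; Dosing: 20 µM single dose.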
Diaphorase act: compounds boosting diaphorase resazurin reduction – biochemical, uHTS, resorufin fluorescence, counter-screen for diaphorase-coupled primary assays, primary screen | Diaphorase/resazurin coupled assay, 16 min; active compounds read high; 1 = vehicle wells, 0 = NADH-free wells | 190,000 compounds, 0.005% hits | activation factor at 20 µM;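 active = diaphorase activity raised at least twofold by the compound at 20 µM; inactive = activation factor below 2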
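test system = bacterial diaphorase enzyme (C. kluyveri) | quantity = enzyme 0.07 U/mL final | reagent = NADH substrate 0.114 mM plus resazurin dye 0.1 mM, final | incubation = 16 min enzyme reaction, ambient temperature | buffer or medium = HEPES pH 7.4 buffer with MgCl2 and Tween 20 | signal = fluorescence of resorufin, 544 nm excitation, 590 nm emission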
TNAP inh noacc: human TNAP enzyme inhibitors, primary screen, biochemical, luminescent, no phosphate acceptor, uHTS. Alkaline phosphatase, tissue-nonspecific isozyme (Homo sapiens), P05186. purified TNAP, CDP-star luminescence, 30 min. inhibition, % at 20 µM. 200,000 compounds, 0.26% hits;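 active = tissue-nonspecific alkaline phosphatase inhibition above about 50% at 20 µM in the single-dose screen, limit read from the data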;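 note: 0% = DMSO negative control and 100% = EDTA positive control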
TNAP inh hiacc: human TNAP enzyme inhibitors, primary screen, biochemical, luminescent, high phosphate acceptor level, uHTS | purified TNAP, CDP-star luminescence, 1 M DEA | Alkaline phosphatase, tissue-nonspecific isozyme (Homo sapiens), P05186 | inhibition, % at 20 µM | 200,000 compounds, 0.03% hits;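 active = over 50% inhibition of tissue-nonspecific alkaline phosphatase at 20 µM in the single-dose screen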;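 note: plate controls were DMSO wells for no effect and EDTA-quenched wells as full inhibition for full effect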
FLuc stim CS: FLuc activators, initial screening, artefact control for FLuc-dependent activation tests, biochemical, ATPlite luminescence; ATPlite luciferase biochemical, 10 min; 0 = ATP-free wells, 1 = DMSO control; activation factor at 10 µM; 200,000 tested, under 10 active; AID 1027, 2008; Luciferin 4-monooxygenase (Photinus pyralis), P08659;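 active = luciferase activation factor, scaled between plate controls, of at least 2 with compound at 10 µM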
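Assay system: Luciferase/luciferin detection reagent, cell-free biochemical luciferase assay / Read-out: luciferase activation / Benchmarks: No-ATP low control, compound-free enzyme-plus-ATP high control / Medium: PBS buffer for ATP / Detection: luminescence measurement of luciferase light output / Schedule: 10 min at ambient temperature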
HMGR II inh: inhibitors of E. faecalis class II HMGR, primary screen, biochemical, Enterococcus faecalis; purified E. faecalis HMGR, NADPH absorbance 340 nm kinetic; inhibition, % at 10 µM; 190,000 compounds, 0.41% hits;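 active = inhibition above a set limit, the median over all tested compounds plus 3 SD, cut at about 9.5% in these data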;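 note: enzyme runs in reverse so mevalonate oxidation gives rising NADPH absorbance; 0% = complete reaction with DMSO and 100% = background rate lacking mevalonate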
Starred values were filed as active, the others as inactive; · = not tested or not shown. No enrichment for hits; 1.7% or so of the library scored in one or more.

compound | G6PDH counter | PMI activator | TNAP inh hiacc | HMGR II inh | FLuc stim CS | Diaphorase act | Diaphorase inh | TNAP inh noacc | TNAP act hiacc | PMI act satM6P
Cc1cc(=O)[nH]c(N/N=C/c2ccc(N(C)C)cc2)n1 | 19 | 0.8 | -4 | 14* | 0.8 | 0.9 | 9 | -16 | 1 | 0.8
O=C1Nc2ccccc2N(O)N1c1ccc(S(=O)(=O)N2CCCCCC2)cc1 | -9 | 1 | 2 | 7 | 1 | 0.9 | 8 | -8 | 1 | 1
COc1ccccc1OCc1ccc(C(=O)NCc2ccco2)o1 | -7 | 0.9 | 3 | 0 | 1 | 0.8 | 18 | -10 | 1 | 0.8
CC1=C([N+](=O)[O-])C(c2cccc(Br)c2)C2=C(N1)c1ccccc1C2=O (stereo not drawn) | 3 | 0.7 | 14 | -4 | 1 | 0.7 | 28 | 14 | 0.9 | 0.9
CC1CCN(C(=O)CSc2nnc(CN3CCOCC3)n2-c2ccccc2)CC1 | 31 | 1.1 | -4 | -8 | 1 | 1 | 5 | -5 | 1 | 1.2
COc1ccc(NS(=O)(=O)c2cc(NC(=O)c3cc(=O)c4ccccc4o3)ccc2OC)cc1 | 2 | 1.1 | -4 | -2 | 1.1 | 0.9 | 8 | -7 | 1 | 1.1
CCCc1nc2n[nH]c(N)c2c2c1COC(C)(C)C2 | -15 | 0.9 | -4 | 0 | 1 | 0.9 | 12 | 1 | 1 | 0.9
COc1cc(C(=O)NNC(=O)C2CC=CCC2C(=O)O)cc(OC)c1OC (stereo not drawn) | 1 | 1 | -3 | -1 | 1.1 | 0.9 | 10 | -3 | 1 | 1
C/C(=C\C(=O)c1cccnc1)Nc1ccc(C(=O)O)cc1 | 15 | 0.2 | -3 | -1 | 1 | 0.8 | 23 | -5 | 1 | 0.3
O=C(NCCC1=CCCCC1)C1CCN(S(=O)(=O)N2CCOCC2)CC1 | 0 | 1 | -6 | 4 | 1.1 | 0.9 | 7 | -3 | 1.1 | 1
Cc1ccc(S(=O)(=O)N2CCCCC2)cc1NC(=O)COC(=O)c1cc[n+]([O-])cc1 | 8 | 1 | -6 | -6 | 1 | 1 | 2 | -14 | 1.1 | 1
N/C(=N\OC(=O)c1ccccc1[N+](=O)[O-])c1ccccn1 | 0 | 1.2 | 1 | 0 | 0.3 | 1 | 4 | -8 | 1 | 1.2
Cc1ccc(NC(=O)c2cc(S(=O)(=O)c3ccccc3)ccc2Cl)cc1 | 4 | 0.9 | -6 | -3 | 1 | 0.8 | 25 | -9 | 1.1 | 0.9
Oc1cccc(C2c3[nH]c4ccccc4c3CCN2Cc2cnn(-c3ccccc3)c2)c1 (stereo not drawn) | 7 | 0.8 | -1 | -4 | 1 | 0.8 | 24 | 0 | 1 | 0.8
Cc1cc(C)cc(N2CCCC2=O)c1 | 3 | 1 | -3 | -2 | 1 | 1.1 | -5 | -10 | 1 | 1
Cc1cc(C(=O)N/N=C2\CCCC(=O)C2)c2ccccc2n1 | -2 | 1 | -5 | -1 | 1 | 0.9 | 7 | -11 | 1 | 1
COc1cc(NC(=O)c2cccc(C)c2)c(OC)cc1NC(=O)CN1CCCCC1 | 13 | · | 0 | -2 | 1 | · | · | -4 | 1 | ·
COc1ccc(NC(=O)CSc2nnc(C3CCCCC3)n2-c2ccccc2)cc1 | -7 | 0.9 | -7 | 1 | 1.1 | 0.9 | 10 | -7 | 1.1 | 0.9
CCOC(=O)C1C(=O)C=C(c2cccc(NS(C)(=O)=O)c2)CC1c1ccco1 (stereo not drawn) | 3 | 1.1 | 1 | -8 | 1 | 0.9 | 11 | -2 | 1 | 1.1
O=C(/C=C/c1ccc(F)cc1)NC(=S)NNC(=O)c1cccnc1 | -23 | 1 | -2 | -1 | 0.9 | 0.3 | 68* | -101 | 1 | 1.1
CCOC(=O)N1CCC(NC(=O)C2CCCN(C(=O)c3cc4sccc4n3C)C2)CC1 (stereo not drawn) | -13 | 0.9 | 1 | 0 | 1.1 | 0.9 | 9 | -23 | 1 | 0.9
COCCNC(=S)NNC(=O)CSCc1ccc(Cl)cc1Cl | -6 | 1.1 | -5 | 0 | 1 | 0.8 | 16 | -107 | 1 | 1
CCOC(=O)c1c(C=O)c2sc(C)cc2n1C | -3 | 0.9 | -4 | 4 | 1 | 0.8 | 15 | -10 | 1 | 0.9
COc1ccc(S(=O)(=O)N2CCN(c3ccc4nnc(-c5ccc(F)cc5)n4n3)CC2)cc1 | 6 | 0.8 | -9 | 3 | 1.1 | 0.5 | 47 | -5 | 1.1 | 0.9

Fetched by compound from above, three records:
compound | G6PDH counter | PMI activator | TNAP inh hiacc | HMGR II inh | FLuc stim CS | Diaphorase act | Diaphorase inh | TNAP inh noacc | TNAP act hiacc | PMI act satM6P
COc1ccc(NC(=O)CSc2nnc(C3CCCCC3)n2-c2ccccc2)cc1 | -7 | 0.9 | -7 | 1 | 1.1 | 0.9 | 10 | -7 | 1.1 | 0.9
CCOC(=O)N1CCC(NC(=O)C2CCCN(C(=O)c3cc4sccc4n3C)C2)CC1 (stereo not drawn) | -13 | 0.9 | 1 | 0 | 1.1 | 0.9 | 9 | -23 | 1 | 0.9
CCOC(=O)c1c(C=O)c2sc(C)cc2n1C | -3 | 0.9 | -4 | 4 | 1 | 0.8 | 15 | -10 | 1 | 0.9

(further entries)
compound | G6PDH counter | PMI activator | TNAP inh hiacc | HMGR II inh | FLuc stim CS | Diaphorase act | Diaphorase inh | TNAP inh noacc | TNAP act hiacc | PMI act satM6P
Cc1cc(C)cc(N=c2c([N+](=O)[O-])nn(-c3ccc4c(c3)OCCO4)n2O)c1 | 11 | 1.1 | 2 | -1 | 1.1 | 0.7 | 29 | 5 | 1 | 1
COc1ccc(NC(=O)CC2C(=O)N(c3ccc(OC)cc3)C(=S)N2NC(=O)c2cccc(F)c2)cc1 (stereo not drawn) | 16 | 1 | 2 | -1 | 1 | 1 | 0 | -7 | 1 | 1
CCOc1cc2c(C#N)c(N3CCCCC3)nc(N)c2c(N)n1 | 47 | 0.4 | -1 | -2 | 1 | 0.4 | 58* | 3 | 1 | 0.4
CC(C)[C@@H]1NC(=O)c2cc([N+](=O)[O-])cc(I)c2NCCC[C@@H](C(N)=O)NC(=O)[C@H](CO)NC1=O | 15 | 1.3 | -1 | -3 | 1 | 1 | 4 | -3 | 1 | 1.2
COc1ccc(-n2c(C)cc(C(=O)COC(=O)Cn3cnc4ccccc43)c2C)cc1 | -37 | 0.9 | -3 | -1 | 1.1 | 0.9 | 10 | -5 | 1 | 1.1
N=C1/C(=C\c2ccc(-c3cc(Cl)cc(Cl)c3)o2)C(=O)N=C2SC=C(c3ccccc3)N12 | -12 | 0.8 | 21 | -12 | 1.1 | 0.8 | 19 | 16 | 0.8 | 0.8
CC1(C)Cc2c(sc(N)c2C#N)C(C)(C)N1 | 16 | 0.9 | -2 | -6 | 1 | 0.9 | 8 | -6 | 1 | 0.8
COc1ccc(C2NC(=O)NC(C)=C2C(=O)Nc2cc(C)ccc2C)cc1OC (stereo not drawn) | 6 | 1.1 | -7 | -2 | 1 | 0.9 | 12 | -17 | 1.1 | 1
CC(C)CCNC(=O)C(c1ccc(O)cc1)N(Cc1cccs1)C(=O)C1COc2ccccc2O1 (stereo not drawn) | -15 | 0.8 | -1 | -4 | 1.1 | 0.8 | 24 | 17 | 1 | 0.9
CCN1C(=O)/C(=C\C=C\c2ccccc2[N+](=O)[O-])SC1=S | -1 | 1.2 | 9 | 18* | 1.1 | 0.9 | 8 | 4 | 0.9 | 1
Cc1ccn2cc(C(=O)NC3CCN(Cc4ccccc4)CC3)nc2c1 | 12 | 1 | -9 | 0 | 1.1 | 0.9 | 12 | -5 | 1.1 | 0.9
COC(=O)c1cc(Cl)nc2ccccc12 | 0 | 1.1 | -6 | 5 | 1 | 0.9 | 5 | -14 | 1.1 | 1.1
COc1ccc(C(=O)NNS(=O)(=O)c2ccc(C)cc2)cc1 | -4 | 0.8 | -4 | -9 | 1 | 0.8 | 18 | -10 | 1 | 1
O=C(NC1CCCCC1)N1CCC(c2nc(-c3ccc(S(=O)(=O)N4CCCC4)cc3)no2)CC1 | 2 | 1 | -3 | 1 | 1.1 | 0.9 | 14 | -10 | 1 | 1
Cc1ccc(-n2nc3c(c2NC(=O)c2ccccc2Br)CS(=O)C3)cc1 (stereo not drawn) | -1 | 1.1 | -7 | 3 | 1 | 0.8 | 18 | -24 | 1.1 | 1
CCOC(=O)C1(CCc2ccccc2)CCN(Cc2ccccn2)CC1 | 2 | 0.9 | 2 | -1 | 1 | 0.9 | 10 | 2 | 1 | 0.9
CC(C)CCNC(=O)NC(=O)CSc1ncccn1 | 6 | 1 | -1 | -6 | 1 | 0.9 | 6 | -3 | 1 | 1
Cc1cc(C)cc(C(=O)Oc2coc(CSc3nnc(NC(=O)C4CC4)s3)cc2=O)c1 | -68 | 0.9 | 5 | 0 | 1 | 0.7 | 26 | -9 | 0.9 | 0.8
COc1cccc(NC(=O)Cc2c(O)c3ccccc3[nH]c2=O)c1 | 4 | 1 | -4 | -3 | 1 | 0.9 | 12 | -12 | 1 | 1
CCCCOc1c(Cl)cc(CNC(C)(C)CO)cc1OCC | -2 | 1 | -8 | 2 | 1.1 | 0.9 | 9 | -14 | 1.1 | 1
